Screens as filed in PubChem BioAssay.
Casp6 inh – human caspase-6 inhibitors, primary screen, biochemical, VEID-R110 fluorescence, single point, set 2; inhibition, % at 12.5 µM; 0.53% of 350,000 active; AID 686996, 2013; purified caspase-6, Z-VEID-R110 cleavage fluorescence;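 active = mean inhibition across replicates at least about 35%, with every replicate also reaching that limit, limit read from the data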;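 note: 0% = median of neutral control wells and 100% = no fluorescence left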
Target sequence (P55212 24-179 limits assumed): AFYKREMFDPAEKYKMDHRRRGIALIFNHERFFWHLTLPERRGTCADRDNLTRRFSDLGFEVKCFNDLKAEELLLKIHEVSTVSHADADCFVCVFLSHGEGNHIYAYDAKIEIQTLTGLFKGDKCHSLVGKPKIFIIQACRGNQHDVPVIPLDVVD
Target sequence (P55212 194-293 limits assumed): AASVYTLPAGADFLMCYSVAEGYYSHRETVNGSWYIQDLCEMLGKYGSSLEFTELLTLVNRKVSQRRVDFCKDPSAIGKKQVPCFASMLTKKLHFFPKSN
FN deposit inh – inhibitors of fibronectin matrix deposition, primary screen, AH1F cells, Alexa488-fibronectin fluorescence, plate reader. AH1F fibroblasts, overnight. inhibition, % at 12.6 µM. 0.086% of 350,000 active. AID 743247, 2014;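 active = mean inhibition across replicates of 30% or more, regardless of how many single replicates reach that level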;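 note: positive control wells lacked labelled fibronectin entirely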
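Material: AH1F fibroblast monolayer depositing Alexa488-labelled fibronectin into matrix / Amount: 10000 AH1F cells per well / Signal: fluorescence 485/525 nm / Medium: DMEM, 2% serum / Compound: single dose, pinned / Incubation: 1 h cell adhesion before compound, then overnight fibronectin incubation / Reagent: Alexa488-FN, 24 nM final / Read-out: inhibition of fibronectin deposition signal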
miR-122 sensor – miR-122 Renilla sensor signal increase in Huh7, primary screen, miR-122 inhibitor project, cell-based, single point, plate reader; Huh7 miR-122 Renilla luciferase sensor, 48 h; neutral wells = 0, positive control = 100; 0.3% of 340,000 active; activation (reporter increase), % at 12.5 µM; AID 602342, 2012;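 active = mean replicate activation score at least 90 and every replicate individually at or above 90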;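 note: higher luciferase means less miR-122 activity so hits act as miR-122 inhibitors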
PAX8 reporter – inhibitors of PAX8-driven TPO luciferase reporter, primary screen, RMG-I cells, single concentration | SteadyGlo, 24 h | inhibition, % at 12.6 µM | 1.2% of 360,000 active | AID 652154, 2013;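 active = mean replicate inhibition at least 60% with every replicate also reaching 60%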;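 note: luciferase light reporting Pax8 driven TPO promoter activity; plate controls were median of neutral control wells for no effect and mitoxantrone controls for full effect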
Cneo AK release – Cryptococcus neoformans cell lysis inducers, primary screen, AK release luminescence, single concentration; lysis activity, % at 15 µM; C. neoformans lysis, adenylate kinase release luminescence, 4 h; normalised: neutral wells 0, clomiphene wells 100; 0.2% of 360,000 active;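 active = mean lysis activity across replicates of at least 80%, whatever share of replicates individually reach that level; inactive = mean lysis activity below 80%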
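read-out = cell lysis signal | test system = log-phase Cryptococcus neoformans yeast cells | input = cells at 5 × 10^6 per mL | medium = fresh YPD growth medium | signal = luminescent adenylate kinase detection reagent | timing = 4 h at 37 °C static, read 1 h later | dosing = single dose | controls = Clomiphene as positive lysis control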
PGC1a acetyl inh – inhibitors of PGC1a acetylation signal, primary screen, cell-based, U2OS, AlphaScreen, inhibitor mode; AID 651687, 2012; 0.17% of 350,000 active; inhibition, % at 15.6 µM; AlphaScreen anti-acetyl-lysine; with virally co-expressed GCN5 acetyltransferase;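 active = every replicate shows inhibition of at least 40%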;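 note: 0% = neutral control wells and 100% = positive control wells; some results beyond the cut were filed as inactive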
EWS-Fli block – EWS/Fli-driven NR0B1 reporter inhibitors, primary screen, A673 cells, NR0B1 luciferase, luminescence, MLPCN library; inhibition, % at 12.6 µM; 0.67% of 350,000 active; viability-normalised; AID 651661, 2012;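 active = mean inhibition of at least 50% after viability correction, with every replicate also passing that limit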;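 note: firefly luciferase signal divided by Alamar Blue viability fluorescence both relative to DMSO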
LGR2 inh – inhibitors of bursicon-induced LGR2 CRE-luciferase signal, primary screen, cell-based, HEK293, CRE-luciferase reporter, bursicon stimulation; inhibition, % at 9.99 µM; 0.35% of 380,000 active; bursicon-stimulated, 4 h;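 active = drop in luminescence signal, shown as inhibition above about 50% in the replicate tests, limit read from the data, passing the limit was not always enough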;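 note: agonist challenge used bursicon conditioned medium at about half maximal strength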
Active calls of the source: *; · = not tested or not shown; [ ] = dose if it differs, or a comment.

SMILES	Casp6 inh	FN deposit inh	miR-122 sensor	PAX8 reporter	Cneo AK release	PGC1a acetyl inh	EWS-Fli block	LGR2 inh
COCCCNC(=O)C1CC(=O)N(C2CCCC2)C1 (configuration not stated)	-3	·	5	·	5	12	-6	-1
C=CCNC(=O)CC(=O)N/N=C/c1cccc(C)c1	1	9	·	-1	·	·	-33	-21
CCc1ccc(/C=C/C(=O)c2ccc(S(=O)(=O)N(C)C)cc2)cc1	1	7	-2	25	-2	-6	11	-4
Cc1cc(C)c(NC(=O)CN(C)CC(=O)Nc2cccc(S(=O)(=O)N(C)c3ccccc3)c2)c(C)c1	1	3	-4	33	-2	3	4	15
CCOc1ccc(/C=C/C(=O)Oc2ccccc2)cc1	-3	0	4	-12	1	-154	15	-61
C=CCNC(=O)C(=O)NCC1CCCN1S(=O)(=O)c1cccs1 (configuration not stated)	-5	-3	·	-9	-1	·	-3	4
COc1ccc(CNC(=O)C2CCCN2C)cc1OC (configuration not stated)	-1	-8	1	-4	3	0	-2	-3
COCCCNC(=O)Cn1cnc(C(=O)Nc2ccc(C)c(C)c2)n1	0	7	-5	-27	2	-5	-16	14
Cc1c(Cc2ccccc2)sc(NC(=O)/C=C/c2cccc3ccccc23)c1C(N)=O	1	-3	2	5	2	-5	60*	13
CCOC(=O)Cc1csc2nc3sc(C)c(C)c3c(=O)n12	·	-4	-6	-1	-1	-18	·	·
Cc1noc(C)c1S(=O)(=O)Nc1ccc(C(C)C)cc1	1	3	·	-12	-1	·	7	-5
Cc1ccc[n+](CC(=O)Nc2ccc(Cl)c([N+](=O)[O-])c2)c1	-6	7	1	-16	-2	-13	4	13
Nc1ncc(CN2CCCC(C(=O)Nc3ccc(-c4ccco4)cc3)C2)cn1 (configuration not stated)	-5	2	-21	18	1	7	·	1
Cc1cc([N+](=O)[O-])cc(/C=N/n2c(C)nc3ccccc3c2=O)c1O	0	-1	·	7	·	·	-3	4
CC(C)NC(=O)Nc1ccc2c(c1)C(=O)N([C@@H](C)CO)C[C@@H](C)[C@H](CN(C)C(=O)NC1CCCCC1)OCCCC[C@@H](C)O2	5	·	-4[16.7 µM]	5	2	-2	·	8
C[C@@H]1CCCCO[C@H](CN(C)C(=O)CCCN(C)C)[C@@H](C)CN([C@H](C)CO)C(=O)c2cc(NC(=O)C3CCCCC3)ccc2O1	0	·	8[16.7 µM]	·	0	·	-3	-8
O=C(O)COCC(=O)NC1CCN(Cc2ccccc2)CC1	-1	3	5	-28	-1	0	4	8
CC(=O)Nc1ccc(NC(=O)CCc2c(C)noc2C)cc1	-1	2	-14	-16	3	11	-1	2
Cc1ccc(NC(=O)N2CCN(c3ncccc3C(F)(F)F)CC2)cc1	3	-3	·	-6	·	·	-11	-6
C=CCn1c(-c2cccc(OC)c2)n[nH]c1=S	-2	-1	-4	23	3	4	-23	0
COCC(C)n1c(C)cc(C(=O)CSc2nnnn2-c2ccc(O)cc2)c1C (configuration not stated)	-4	-1	-1	-27	0	2	-30	-21
COC(=O)Cc1c(O)ccn(Cc2ccc(OC)c(OC)c2)c1=O	0	-4	-5	3	0	·	8	·
O=C(C[C@H]1CC[C@H](NC(=O)CN2CCOCC2)[C@H](CO)O1)NC1CCCCC1	2	7	·	-16	-4	-5	0	35
CC(CCc1ccccc1)NC(=O)/C=C/c1ccccc1 (configuration not stated)	·	-3	-1	·	-6	-14	·	·
Cc1[nH]c2ccccc2c1N=Nc1ccc(F)cc1	-2	4	·	8	·	-18	-9	3
CN1C(=O)c2cc(NS(=O)(=O)c3cccc(F)c3)ccc2OC[C@@H]2O[C@H](CC(=O)NCCN3CCCCC3)CC[C@H]21	·	-11	-8[16.7 µM]	-15	2	6	-2	5
Nc1ccc2nc(CCCO)[nH]c2c1	-14	0	-5	-12	0	3	7	-7
C[C@@H]1CN([C@@H](C)CO)C(=O)Cc2cc(NC(=O)Nc3ccccc3)ccc2O[C@H]1CN(C)CC1CCCCC1	0	-5	-7[16.7 µM]	56	8	-6	10	-9
COC(=O)c1ccccc1NC(=O)CSc1nnnn1-c1ccc(C)cc1C	·	16	-6	·	-1	-15	·	·
C[C@H]1CN([C@@H](C)CO)C(=O)Cc2cc(NS(=O)(=O)c3ccc(Cl)cc3)ccc2O[C@H]1CN(C)Cc1ccccc1	1	·	-9[16.7 µM]	25	-1	·	1	6
Cc1cc(NC(=O)CSc2nnc(-c3ccc(S(=O)(=O)N4CCCC4)cc3)n2C)no1	·	-4	-9	·	-1	-3	·	4
O=S(=O)(c1ccc(Br)cc1)N1CCN=C1SCc1cccnc1	-5	8	·	18	·	·	2	-3
COc1ccc(C(=O)N2C[C@@H]3[C@H](c4ccccc42)[C@@H](CO)N3C(=O)c2ccc(F)cc2)cc1	-4	·	3[16.7 µM]	12	-8	-1	2	-1
N#Cc1cc(C(=O)c2cc(Br)ccc2O)cn(C2CCCCC2)c1=O	1	·	-3	·	0	-17	9	21
C[C@@H]1CCCCO[C@@H](CN(C)C(=O)NC2CCCCC2)[C@@H](C)CN([C@@H](C)CO)C(=O)c2cc(NS(=O)(=O)c3ccc(F)cc3)ccc2O1	1	-11	13[16.7 µM]	4	-7	0	4	2
CC(=O)CCc1ccc(OCCCCn2cncn2)cc1	·	5	2	7	-2	-4	·	·
CCOc1ccc(NC(=O)NC(=O)N(C)S(=O)(=O)c2ccc(C)cc2)cc1	-1	-3	-11	-11	0	·	-9	10
Cc1cc(C)cc(OCC(=O)OCC(=O)Nc2c(C)n(C)n(-c3ccccc3)c2=O)c1	0	·	·	27	·	·	-2	-1
CN(C)C(=O)c1ccc(-c2ccc(C3[C@H]4CNC[C@@H]3N4S(=O)(=O)c3ccccc3F)cc2)cc1 (some centres not stated)	1	2	·	-12	·	2	3	3
N#Cc1c(-c2ccccc2Cl)cc(-c2ccccc2)nc1Br	-1	0	·	33	·	·	3	14
CCOc1ccc(OCC)c(NC(=O)CN2CCN(CC(=O)NC(C)C)CC2)c1	1	-6	·	-29	4	·	15	-2
O=S(=O)(c1ccc(F)cc1)N1CCC2(CC1)OCCO2	-1	0	-3	-2	·	-2	-1	·
COc1ccccc1-c1ccc([C@@H]2[C@@H](CO)N3CCCCN(C(=O)NC4CCCC4)C[C@H]23)cc1	0	·	-5[16.7 µM]	12	0	-11	2	15
Cc1cc(C(=O)Nc2cccc3c2O[C@@H](CN(C)S(=O)(=O)c2ccccc2)[C@H](C)CN([C@H](C)CO)C3=O)n(C)n1	-2	·	-6[16.7 µM]	-11	-11	-8	-1	8
COc1ccc(NC2CCCN(C(=O)CN3C(=O)c4ccccc4C3=O)C2)cc1OC (configuration not stated)	8	6	2	8	2	-1	·	4
COc1ccccc1N1CCN(C(=O)c2cc(S(=O)(=O)N3CCOCC3)ccc2C)CC1	1	-3	·	·	-1	·	1	-6
NCCN1CCN(CC(=O)N2c3ccccc3C(=O)Nc3cccnc32)CC1	-25	1	·	9	-2	·	9	·
COc1ccc(CN(C)C[C@H]2Oc3ccc(NC(=O)NC4CCCCC4)cc3C(=O)N([C@H](C)CO)C[C@@H]2C)cc1	-2	·	2[16.7 µM]	0	5	3	-1	-9
Cc1ccc(F)cc1C(=O)N1CCCCC1c1cc(C(=O)Nc2cccc(C#N)c2)no1 (configuration not stated)	0	-10	-5	17	5	16	5	9
O=C(CN1CCCCC1)Nc1ccc(S(=O)(=O)NC2CCCCC2)cc1	-1	·	48	·	9	-14	18	1

Some of these compounds in order of their number in Casp6 inh, ascending.
| Compound | Casp6 inh | miR-122 sensor | PGC1a acetyl inh | LGR2 inh |
| --- | --- | --- | --- | --- |
| Cc1cc(C(=O)Nc2cccc3c2O[C@@H](CN(C)S(=O)(=O)c2ccccc2)[C@H](C)CN([C@H](C)CO)C3=O)n(C)n1 | -2 | -6[16.7 µM] | -8 | 8 |
| O=C(CN1CCCCC1)Nc1ccc(S(=O)(=O)NC2CCCCC2)cc1 | -1 | 48 | -14 | 1 |
| CCOc1ccc(OCC)c(NC(=O)CN2CCN(CC(=O)NC(C)C)CC2)c1 | 1 | · | · | -2 |

Next section:
SMILES	Casp6 inh	FN deposit inh	miR-122 sensor	PAX8 reporter	Cneo AK release	PGC1a acetyl inh	EWS-Fli block	LGR2 inh
O=C(CNC1CCCC1)Nc1ccc(S(=O)(=O)N2CCCCC2)cc1	2	0	3	-15	-1	12	1	7
Cc1cc2oc(=O)cc(-c3ccccc3)c2c(C)c1-c1ccc(F)c(Cl)c1	-1	4	6	-10	3	6	1	-10
CC(C)c1ccc(N(C(=O)c2ccco2)C(C(=O)NC2CCCC2)c2ccncc2)cc1 (configuration not stated)	·	-1	0	-56	0	·	-31	-40
CCCCC(CC)C(=O)Nc1ncc([N+](=O)[O-])s1 (configuration not stated)	2	4	·	3	1	-10	10	14
CCC(C)(C)NC(=O)C1CCCN(S(=O)(=O)c2ccc3c(c2)CC(C)N3C(=O)C2CC2)C1 (configuration not stated)	1	-8	·	3	7	·	·	-22
NC(=S)NN=C1Cc2cccc3cccc1c23	2	·	-15	-7	15	9	17	4
O=C(NC1CC1)C1CCN(S(=O)(=O)c2ccc(Cl)c([N+](=O)[O-])c2)CC1	3	-22	8	51	5	-20	50	12
CC(=O)NC(c1ccco1)c1cc(F)c2cccnc2c1O (configuration not stated)	5	5	·	13	5	·	26	2
Cc1ccc(NC(=O)Nc2ccccc2CC[N+](=O)[O-])cc1	-1	13	0	-2	-5	3	-28	1

Of the compounds above, ten contain fluorine.
SMILES	Casp6 inh	FN deposit inh	miR-122 sensor	PAX8 reporter	Cneo AK release	PGC1a acetyl inh	EWS-Fli block	LGR2 inh
Cc1ccc(NC(=O)N2CCN(c3ncccc3C(F)(F)F)CC2)cc1	3	-3	·	-6	·	·	-11	-6
Cc1[nH]c2ccccc2c1N=Nc1ccc(F)cc1	-2	4	·	8	·	-18	-9	3
CN1C(=O)c2cc(NS(=O)(=O)c3cccc(F)c3)ccc2OC[C@@H]2O[C@H](CC(=O)NCCN3CCCCC3)CC[C@H]21	·	-11	-8[16.7 µM]	-15	2	6	-2	5
COc1ccc(C(=O)N2C[C@@H]3[C@H](c4ccccc42)[C@@H](CO)N3C(=O)c2ccc(F)cc2)cc1	-4	·	3[16.7 µM]	12	-8	-1	2	-1
C[C@@H]1CCCCO[C@@H](CN(C)C(=O)NC2CCCCC2)[C@@H](C)CN([C@@H](C)CO)C(=O)c2cc(NS(=O)(=O)c3ccc(F)cc3)ccc2O1	1	-11	13[16.7 µM]	4	-7	0	4	2
CN(C)C(=O)c1ccc(-c2ccc(C3[C@H]4CNC[C@@H]3N4S(=O)(=O)c3ccccc3F)cc2)cc1 (some centres not stated)	1	2	·	-12	·	2	3	3
O=S(=O)(c1ccc(F)cc1)N1CCC2(CC1)OCCO2	-1	0	-3	-2	·	-2	-1	·
Cc1ccc(F)cc1C(=O)N1CCCCC1c1cc(C(=O)Nc2cccc(C#N)c2)no1 (configuration not stated)	0	-10	-5	17	5	16	5	9
Cc1cc2oc(=O)cc(-c3ccccc3)c2c(C)c1-c1ccc(F)c(Cl)c1	-1	4	6	-10	3	6	1	-10
CC(=O)NC(c1ccco1)c1cc(F)c2cccnc2c1O (configuration not stated)	5	5	·	13	5	·	26	2
